# EWS-Fli inh: EWS/Fli-driven NR0B1 reporter inhibitors, primary screen, A673 cells, NR0B1 luciferase, luminescence, MLPCN library; inhibition, % at 12.6 µM; 0.67% of 350,000 active; AID 651661, 2012; viability-normalised;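 active = mean inhibition of at least 50% after viability correction, with every replicate also passing that limit; inconclusive = mean reaches 50% but only one of two replicates passes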;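 note: firefly luciferase signal divided by Alamar Blue viability fluorescence both relative to DMSO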
# FN deposit inh: inhibitors of fibronectin matrix deposition, primary screen, AH1F cells, Alexa488-fibronectin fluorescence, plate reader; AH1F fibroblasts, overnight; inhibition, % at 12.6 µM; 0.086% of 350,000 active; AID 743247, 2014;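 active = mean inhibition across replicates of 30% or more, regardless of how many single replicates reach that level; inconclusive = mean under 30% yet at least half of replicates reach 30%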;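 note: positive control wells lacked labelled fibronectin entirely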
#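 Test system: AH1F fibroblast monolayer depositing Alexa488-labelled fibronectin into matrix. Input: 10000 cells per well. Technique: fluorescence, ex 485 nm, em 525 nm. Buffer or medium: DMEM plus 2% serum, read in PBS. Timing: 1 h cell adhesion before compound, then overnight fibronectin incubation. Compound: single dose, pinned. Read-out basis: inhibition from reduced deposited-fibronectin fluorescence.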
# LGR2 antag: inhibitors of bursicon-induced LGR2 CRE-luciferase signal, primary screen, cell-based, HEK293, CRE-luciferase reporter, bursicon stimulation. bursicon-stimulated, 4 h. inhibition, % at 9.99 µM. 0.35% of 380,000 active. Drosophila bursicon receptor LGR2 (rickets). AID 720647, 2013;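 active = drop in luminescence signal, shown as inhibition above about 50% in the replicate tests, limit read from the data, passing the limit was not always enough; inconclusive = probably only some replicates passing the limit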;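 note: agonist challenge used bursicon conditioned medium at about half maximal strength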
# PGC1a acetyl inh: inhibitors of PGC1a acetylation signal, primary screen, cell-based, U2OS, AlphaScreen, inhibitor mode | AlphaScreen anti-acetyl-lysine; with virally co-expressed GCN5 acetyltransferase | inhibition, % at 15.6 µM | 0.17% of 350,000 active | AID 651687, 2012;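 active = every replicate shows inhibition of at least 40%; inconclusive = mean inhibition at least 40% but some replicate below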;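 note: 0% = neutral control wells and 100% = positive control wells; some results beyond the cut were filed as inactive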
# Cneo AK release: Cryptococcus neoformans cell lysis inducers, primary screen, AK release luminescence, single concentration. lysis activity, % at 15 µM. C. neoformans lysis, adenylate kinase release luminescence, 4 h; normalised: neutral wells 0, clomiphene wells 100. 0.2% of 360,000 active;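 active = mean lysis activity across replicates of at least 80%, whatever share of replicates individually reach that level; inactive = mean lysis activity below 80%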
#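 Test system: log-phase Cryptococcus neoformans yeast cells; Quantity: yeast cell density of 5 × 10^6 cells/mL; Buffer or medium: YPD; Doses: single compound concentration per well; Timing: 4 h at 37 °C static, read 1 h later; Measured by: AK luminescence; Read-out basis: lysis from increased AK signal; Control set: Clomiphene as positive control.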
# CASP6 VEID inh: human caspase-6 inhibitors, primary screen, biochemical, VEID-R110 fluorescence, single point, set 2; P55212; purified caspase-6, Z-VEID-R110 cleavage fluorescence; inhibition, % at 12.5 µM; 0.53% of 350,000 active; AID 686996, 2013;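 active = mean inhibition across replicates at least about 35%, with every replicate also reaching that limit, limit read from the data; inconclusive = only one of the two criteria met; inactive = neither criterion met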;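 note: 0% = median of neutral control wells and 100% = no fluorescence left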
# Target sequence (P55212 24-179 limits assumed): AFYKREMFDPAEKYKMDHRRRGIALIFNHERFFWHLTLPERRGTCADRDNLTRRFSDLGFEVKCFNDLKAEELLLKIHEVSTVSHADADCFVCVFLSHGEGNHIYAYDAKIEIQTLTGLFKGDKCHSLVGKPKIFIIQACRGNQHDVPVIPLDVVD
# Target sequence (P55212 194-293 limits assumed): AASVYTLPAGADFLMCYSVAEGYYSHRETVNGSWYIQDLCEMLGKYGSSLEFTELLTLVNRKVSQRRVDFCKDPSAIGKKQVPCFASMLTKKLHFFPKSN
# PAX8 inh HTS: inhibitors of PAX8-driven TPO luciferase reporter, primary screen, RMG-I cells, single concentration; SteadyGlo, 24 h; inhibition, % at 12.6 µM; 1.2% of 360,000 active;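 active = mean replicate inhibition at least 60% with every replicate also reaching 60%; inconclusive = only one of the two criteria is met; inactive = mean below 60% and not all replicates reaching 60%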;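 note: luciferase light reporting Pax8 driven TPO promoter activity; plate controls were median of neutral control wells for no effect and mitoxantrone controls for full effect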
# miR-122 sensor: miR-122 Renilla sensor signal increase in Huh7, primary screen, miR-122 inhibitor project, cell-based, single point, plate reader; Huh7 miR-122 Renilla luciferase sensor, 48 h; neutral wells = 0, positive control = 100; AID 602342, 2012; activation (reporter increase), % at 12.5 µM; 0.3% of 340,000 active;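 active = mean replicate activation score at least 90 and every replicate individually at or above 90; inconclusive = only one of the two criteria met; inactive = neither criterion met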;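 note: higher luciferase means less miR-122 activity so hits act as miR-122 inhibitors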
# Starred values were filed as active, the others as inactive; u = inconclusive; x = no result given; & = joins results of further samples; [ ] = remark or other dose.
SMILES,EWS-Fli inh,FN deposit inh,LGR2 antag,PGC1a acetyl inh,Cneo AK release,CASP6 VEID inh,PAX8 inh HTS,miR-122 sensor
Cc1cc(C(F)F)n2ncc(C(=O)N3CCC(C(N)=O)CC3)c2n1,x,x,x,-7,2,x,-15,-1
COc1cc(S(=O)(=O)N2CCN(Cc3ccc4c(c3)OCO4)CC2)ccc1NC(C)=O,2,1,10,6,0,2,-6,-3
Cc1ccc(NC(=O)[C@@H]2O[C@H](CO)[C@@H](O)[C@H]2O)cc1C(F)(F)F,-11,4,0,15,0,x,3,-2
Cc1cccc(C)c1NC(=O)CNC(=O)C1CC(=O)N(Cc2ccccc2)C1 (configuration not stated),-2,-2,11,x,9,3,-7,x
COC(=O)Cn1cnc2sc(C)c(S(=O)(=O)N3CCC(C)CC3)c2c1=O,x,-1,x,1,0,x,0,-3
O=C(c1ccccc1Cc1ccccc1)N1CCN(S(=O)(=O)c2ccccc2[N+](=O)[O-])CC1,12,7,8,-8,-3,-2,14,-1
CC1CCOC(c2coc3ccccc3c2=O)O1 (configuration not stated),-55,0,-16,4,-2,-3,37,-6
COc1ccc(Cn2cc(CN3CC(N4CCCCC4)CS3(=O)=O)nn2)cc1 (configuration not stated),-3,x,9,x,x,-3,-25,x
Cc1ccc(C(=O)NCCN2CCC(n3c(=O)[nH]c4ccccc43)CC2)cc1,-3,-4,-7,x,x,-6,6,x
C[C@H](CO)N1C[C@H](C)[C@@H](CN(C)C(=O)CCC(F)(F)F)OCc2ccccc2-c2c(n(C)c3ccccc23)C1=O,12,1,1,-2,1,-2,5,x

# 4 compounds out of the list, sorted by formula weight, highest first:
SMILES,EWS-Fli inh,FN deposit inh,LGR2 antag,PGC1a acetyl inh,Cneo AK release,CASP6 VEID inh,PAX8 inh HTS,miR-122 sensor
O=C(c1ccccc1Cc1ccccc1)N1CCN(S(=O)(=O)c2ccccc2[N+](=O)[O-])CC1,12,7,8,-8,-3,-2,14,-1
COc1ccc(Cn2cc(CN3CC(N4CCCCC4)CS3(=O)=O)nn2)cc1 (configuration not stated),-3,x,9,x,x,-3,-25,x
Cc1ccc(C(=O)NCCN2CCC(n3c(=O)[nH]c4ccccc43)CC2)cc1,-3,-4,-7,x,x,-6,6,x
CC1CCOC(c2coc3ccccc3c2=O)O1 (configuration not stated),-55,0,-16,4,-2,-3,37,-6

# Other structures follow.
SMILES,EWS-Fli inh,FN deposit inh,LGR2 antag,PGC1a acetyl inh,Cneo AK release,CASP6 VEID inh,PAX8 inh HTS,miR-122 sensor
O=C(Cc1cccs1)N/N=C/C(Cl)=C/c1ccccc1,-49,5,-46,2,x,-2,-77,x
CCOC(=O)N(C)c1c(CC)nc2c(OCC(=O)C(C)(C)C)cccn12,-2,8,-16,-8,0,x,-34,1
CC(C)CC(NC(=O)CCC(=O)OCC(=O)[C@@]1(O)CCC2[C@@H]3CCC4=CC(=O)C=C[C@]4(C)C3[C@@H](O)C[C@@]21C)C(=O)O (some centres not stated),4,-7,-4,0,3,-1,25,18
COC(=O)[C@H]1C[C@@H]1[C@H](NC(=O)c1cnccn1)c1ccccc1,3,3,-1,-4,0,-1,-22,0
CSc1nc(Cl)c(Br)c(Nc2c[nH]c(=O)[nH]c2=O)n1,-4,2,x,-4,-1,5,-5,1
CC(C)OC(=O)C1C(=O)CC(C)(O)C(C(=O)OC(C)C)C1c1cccc([N+](=O)[O-])c1 (configuration not stated),-13,1,1,x,x,-4,7,x
CCCCc1c(-c2ccccc2OC)ncn1Cc1cc(F)ccc1F,6,13,14,x,x,1,-17,x
CCOC(=O)c1csc(-c2ccc3c(c2)CCO3)n1,-27,11,x,-6,2,2,-188,-1
CCc1ccc(NC(=O)Nc2ccncc2)cc1,-61,3,-27,u,7,-3,-50,-3
C[C@H]1CN([C@@H](C)CO)C(=O)Cc2cc(NC(=O)NC3CCCCC3)ccc2O[C@@H]1CN(C)Cc1ccccc1,-4,x,9,x,9,2,10,2[16.7 µM]
Cc1ccc(F)cc1NC(=O)COC(=O)C1CCN(c2ccc(C(F)(F)F)cn2)CC1,1,1,2,8,-3,2,1,2
CN1CCCCN2[C@H](C1)[C@H](c1ccc(C#Cc3ccccc3F)cc1)[C@@H]2CO,-11,x,-19,-12,-1,2,-53,5[16.7 µM]
COc1ccc(C(=O)NCCS(=O)(=O)N2CCCCCC2)cc1,-1,7,13,4,-1,-43,-22,24
COCCCNC(=O)C1CCN(S(=O)(=O)c2c(C)noc2/C=C\c2ccc(OC)cc2)CC1,x,3,x,-2,1,x,x,2
CC(C)O/C(=N\S(=O)(=O)c1ccc(Cl)cc1)c1ccccc1,x,4,-1,7,8,x,x,x
C[C@@H]1CCCCO[C@H](CN(C)Cc2ccc(Cl)c(Cl)c2)[C@@H](C)CN([C@H](C)CO)C(=O)c2cc(NC(=O)CCC(F)(F)F)ccc2O1,-19,x,13,-8,0,4,4,6[16.7 µM]
O=Cc1cccc(OC(=O)/C=C/c2ccco2)c1,-22,1,-58,x,0,87*,-112,x
Cc1nc(-c2nc(-c3c(C(=O)NN)noc3C)cs2)cs1,-3,-4,-29,7,-1,-1,-93,-2
O=C(CN(C(=O)c1csnn1)c1ccc2c(c1)OCCO2)NCc1ccccc1,-17,1,7,x,0,3,-13,x
CN1C(=O)CSC1=Nc1ccc(Br)cc1,5,0,3,x,-1,0,14,-9

# Compound profiles, as listed above. Order of screens: EWS-Fli inh | FN deposit inh | LGR2 antag | PGC1a acetyl inh | Cneo AK release | CASP6 VEID inh | PAX8 inh HTS | miR-122 sensor
# Cc1nc(-c2nc(-c3c(C(=O)NN)noc3C)cs2)cs1 reads -3 | -4 | -29 | 7 | -1 | -1 | -93 | -2
# CN1CCCCN2[C@H](C1)[C@H](c1ccc(C#Cc3ccccc3F)cc1)[C@@H]2CO reads -11 | x | -19 | -12 | -1 | 2 | -53 | 5[16.7 µM]
# COCCCNC(=O)C1CCN(S(=O)(=O)c2c(C)noc2/C=C\c2ccc(OC)cc2)CC1 reads x | 3 | x | -2 | 1 | x | x | 2
# CN1C(=O)CSC1=Nc1ccc(Br)cc1 reads 5 | 0 | 3 | x | -1 | 0 | 14 | -9
# C[C@@H]1CCCCO[C@H](CN(C)Cc2ccc(Cl)c(Cl)c2)[C@@H](C)CN([C@H](C)CO)C(=O)c2cc(NC(=O)CCC(F)(F)F)ccc2O1 reads -19 | x | 13 | -8 | 0 | 4 | 4 | 6[16.7 µM]

# (list continues)
SMILES,EWS-Fli inh,FN deposit inh,LGR2 antag,PGC1a acetyl inh,Cneo AK release,CASP6 VEID inh,PAX8 inh HTS,miR-122 sensor
Cc1noc(C)c1NC(=O)Nc1ccc2c(c1)C(=O)N([C@H](C)CO)C[C@H](C)[C@@H](CN(C)S(=O)(=O)c1ccc(F)cc1)O2,-17&3,-4&1,18&10,8,7,0&-1,1&16,x
O=C1COc2ccc(C(=O)CSc3nnc(-c4cccs4)n3Cc3ccccc3)cc2N1,x,-2,x,-2,-4,x,7,4
O=C(COc1cc(F)ccc1[N+](=O)[O-])Nc1ccc(N2CCOCC2)cc1,4,6,-34,x,x,-5,-10,x
CC(=O)OCC1OC(OC(C)=O)C(NC(=O)Cc2ccccc2)C(OC(C)=O)C1OC(C)=O (configuration not stated),5,3,-7,27,1,2,-17,0
COc1ccccc1N1CCN(/N=C/c2cccc(OC)c2O)CC1,-30,4,-68,10,x,2,-89,x
Fc1cccc(NC(=S)N2CCn3cccc3C2c2cccnc2)c1 (configuration not stated),-4,x,0,2,-1,-1,15,9
CCCNC(=O)N(C)C[C@@H]1Oc2ncc(C#CC3(O)CCCC3)cc2C(=O)N([C@H](C)CO)C[C@@H]1C,-1,x,11,12,54,-1,15,1[16.7 µM]
CC(C)C[C@H](NC(=O)[C@@H]1Cc2ccccc2CN1)C(=O)Nc1ccc(C(C)C)cc1,x,5,-12,-3,-2,-7,10,-3
O=C(COc1ccc(-n2cnnn2)cc1)Nc1ccc(F)c(F)c1F,-1,1,9,-9,0,-3,-14,4
CCOP(=O)(OCC)c1nc(-c2ccc(Cl)cc2Cl)oc1N1CCCCC1,8,10,14,2,x,1,3,x
CN(C)S(=O)(=O)c1ccc(C(=O)Nc2nc(-c3ccccc3)c(C(=O)c3ccccc3)s2)cc1,x,3,21,-6,6,x,18,-3
Cc1c(C#N)c(NC(=O)CCl)n(Cc2ccccc2)c1C,26,3,x,-9,1,13,24,-1
CCOC(=O)C1(C)CCCCCN1C(=O)c1snnc1C (configuration not stated),-5,-13,-11,14,6,-1,-16,0
C[C@@H]1CN([C@@H](C)CO)C(=O)c2cccc(NC(=O)c3ccc(-c4nccs4)cc3)c2O[C@H]1CN(C)Cc1ccccc1,15,x,7,16,4,x,x,-14[16.7 µM]
C[C@@H]1CN([C@@H](C)CO)C(=O)c2c(c3ccccc3n2C)-c2ccccc2CO[C@H]1CN(C)C(=O)[C@@H]1CCCN1C,8,4,-2,5,-1,0,2,x
O=C(Nc1ccc2c(c1)OCO2)C1CCN(S(=O)(=O)c2cccc3cccnc23)CC1,x,12,x,-5,3,x,-4,0
Cc1nc(=O)c(-c2ccccc2)c(C)n1-c1cccc(/C=C/C(=O)O)c1,-14,-6,2,x,x,x,-7,x
C[C@H](O)[C@@H]1CN2CCc3ccc(-c4ccc5c(c4)OCO5)cc3[C@@H]2C[C@@H]1N(C)C(=O)c1cccc(Cl)c1,-5,-2,3,x,x,-3,6,x
CC(C)(C)c1cc[n+](-c2nc([O-])sc2C=O)cc1,12,x,18,x,x,7,-9,x
O=C(C[C@@H]1CC[C@H]2NC[C@@H](O)COC[C@@H]2O1)NCCN1CCCC1,2,4,-8,x,x,1,x,x
CSCCC(NS(=O)(=O)c1ccccc1F)C(=O)NCC(c1ccco1)N(C)C (configuration not stated),4,-4,5,10,-1,0,-3,-1
O=C(CCCCn1c(=O)c2ccccc2n(CC(=O)NC2CCCC2)c1=O)NC1CCCC1,x,x,5,-13,-1,x,x,-1
COCC(=O)Nc1ccc2c(c1)C(=O)N(C)[C@@H]1CC[C@@H](CC(=O)NC3Cc4ccccc4C3)O[C@H]1CO2,3,-8,8,-3,-4,0,-1,-26[16.7 µM]
O=C(Nc1ccc(Cl)cc1)N[C@H]1CC[C@@H](CCNC(=O)c2cc(Cl)cc(Cl)c2)O[C@H]1CO,1,15,4,x,x,1,-17,x
C[C@H](c1ccccc1)N1C[C@@H](COCc2ccccc2)Oc2cc(N3CC[C@H](N(C)C)C3)ccc2S1(=O)=O,7,11,10,x,x,-3,8,x
NS(=O)(=O)c1ccc(NC(=O)CCC(=O)N2CCOCC2)cc1,2,3,-17,x,0,0,12,x
COCCNC(=O)C[C@@H]1C=C[C@@H](NS(=O)(=O)c2ccc(C)cc2)[C@H](CO)O1,-9,-3,5,-7,-2,0,3,x
Cc1cc(C)c2c(c1)/C(=N/NC(=O)c1cc(C)oc1C)CCC2,-2,-3,0,x,x,2,99*,x

# Assay outcomes deposited in PubChem BioAssay by Broad Institute.
